All columns: NCI-60 one-dose screen, growth in % after 48 h at 10 µM unless noted; 100 = growth as untreated, 0 = no growth, -100 = all killed.
NCI-H322M = NCI-H322M lung cancer; AID 1794733; 80,000 tested, 2.7% active
COLO 205 = COLO 205 colon cancer | 79,000 tested, 7.3% active | AID 1794742
NCI-H522 = NCI-H522 lung cancer. 78,000 tested, 8% active. AID 1794739
NCI-H23 = NCI-H23 lung cancer | 80,000 tested, 4% active | AID 1794731
NCI-H460 = NCI-H460 lung cancer; 82,000 tested, 6.8% active; AID 1794736
HCT-116 = HCT-116 colon cancer; 82,000 tested, 7.3% active
NCI-H226 = NCI-H226 lung cancer; 79,000 tested, 3.5% active; AID 1794732
HCT-15 = HCT-15 colon cancer; 82,000 tested, 5.2% active; AID 1794746
NCI/ADR-RES = NCI/ADR-RES ovarian cells. 81,000 tested, 4.4% active. AID 1794790
* marks the source's active call; other numbers are inactive results; . = not tested or not shown; & = joins results of further samples. The calls were made as follows: active = growth percent below 10; inactive = the rest.

SMILES	NCI-H322M	COLO 205	NCI-H522	NCI-H23	NCI-H460	HCT-116	NCI-H226	HCT-15	NCI/ADR-RES
O=[N+]([O-])c1ccc2c(c1)/C(=N/O)c1ccccc1-2	96	97	95	97	99	96	86	90	107
Cc1ccc(C)c(C(=O)CCC(=O)O)c1	99&112	111&147	91&111	93&102	97&106	92&113	92&104	98&106	99&108
COc1ccc(OC)c(/C=C/C(=O)c2cc(C(=O)/C=C/c3cc(OC)ccc3OC)n3cccc(C)c23)c1	104	118	67	99	98	99	101	97	101
O=C(NNC(=O)c1cccc2ccccc12)c1ccc(F)cc1	102	109	121	111	116	106	105	110	114
CC(=O)/C(=C/c1ccc(Cl)cc1)C(=O)c1ccccc1	101	111	.	89	100	66	107	79	85
COc1ccc(C2C=C(c3ccc(NCc4nccc(OCC(F)(F)F)c4C)cc3)NC(N)=N2)cc1OC (stereo unspecified)	91	116	56	86	94	66	88	71	91
Cc1cnc(C(=O)NCCc2ccc(S(=O)(=O)NC(=O)NC3CCCCC3)cc2)cn1	97&114	114&111	94&115	109&99	112&119	102&115	97&108	107&111	106&100
Fc1cccc(Cn2cc(CSc3nc4ccccc4o3)nn2)c1	90	111	87	101	108	97	106	101	102
CCCCn1ccc(=O)[nH]c1=O	87	123	105	120	99	102	112	101	107
O=C1c2ccccc2-c2c1nc1ccccc1[n+]2[O-]	97	111	93	102	102	98	106	101	105
COC(=O)C1=CC=C[C@@H]2[C@@]3(C[C@@H](c4ccoc4)OC3=O)[C@H](C)C[C@H](O)[C@@]12C(=O)OC	103	120	92	101	107	97	97	101	101
COC(=O)c1ccc(Cn2ccc(=O)[nH]c2=O)cc1	116	113	93	105	114	104	103	101	110
O=C(O)c1cc(-c2ccc(Br)cc2)nc2ccccc12	99	102	91	81	95	97	77	90	92
Fc1ccc(/C=C/c2nc3ccccc3nc2N2CCN(c3ccccc3)CC2)cc1	73	103	66	.	49	57	85	59	81
CC1(C)CC(=O)C(C(c2ccc(Cl)cc2)n2ncc(C#N)c2N)C(=O)C1 (stereo unspecified)	93	103	71	97	95	94	94	102	99
O=C(O)CNC(=O)c1nc(-c2ccccc2)n(-c2ccc([N+](=O)[O-])cc2)n1	103	119	92	101	108	107	96	103	106
Nc1nc(NC2CCCC2)cc(=O)[nH]1	105	111	98	108	111	105	99	109	104
CCC(C)[C@@H]1NC(=O)[C@@H]2CCCN2C(=O)[C@H](CO)NC(=O)[C@H](Cc2ccccc2)NC(=O)[C@H](C(C)CC)NC(=O)[C@@H]2CCCN2C(=O)[C@H](Cc2ccccc2)NC1=O (stereo partly specified)	131	120	95	97	111	96	94	103	97
O=C(Nc1ccccc1Cl)OCC#CCOC(=O)Nc1ccccc1Cl	98	109	87	103	109	96	107	103	104
CCCN1C(=O)CSC1=Nc1ccc2cc3ccc(N=C4SCC(=O)N4CCC)cc3nc2c1	86	37	31	36	37	37	32	24	24
Oc1ccccc1-c1nc2c3ccccc3c3ccccc3c2o1	92	86	99	85	70	81	86	92	95
COc1cc(CNC(=O)CCCC/C=C/C(C)C)ccc1OCc1nnc(Nc2ccccc2F)o1	86	104	60	64	80	53	65	90	43
COc1cc(/C=C/C(=O)N2CCN(C(=O)/C=C/c3cccc(OC(F)(F)F)c3)CC2)cc(OC)c1OC	91	90	91	98	100	88	83	92	91
Nc1c(O)cccc1O	87	135	.	101	106	106	108	95	99
O=CC(S)CO (stereo unspecified)	93	111	96	106	108	117	91	97	117

Limited to NCI-H460, NCI-H522 and HCT-15 (three entries from above):
| Structure | NCI-H460 | NCI-H522 | HCT-15 |
| --- | --- | --- | --- |
| COC(=O)C1=CC=C[C@@H]2[C@@]3(C[C@@H](c4ccoc4)OC3=O)[C@H](C)C[C@H](O)[C@@]12C(=O)OC | 107 | 92 | 101 |
| COC(=O)c1ccc(Cn2ccc(=O)[nH]c2=O)cc1 | 114 | 93 | 101 |
| O=C(O)c1cc(-c2ccc(Br)cc2)nc2ccccc12 | 95 | 91 | 90 |

(cont.)
SMILES	NCI-H322M	COLO 205	NCI-H522	NCI-H23	NCI-H460	HCT-116	NCI-H226	HCT-15	NCI/ADR-RES
CCn1c(O)c(N=Nc2ccc(S(N)(=O)=O)cc2)c2cc(Cl)ccc21	94	113	89	103	104	94	94	99	100
C#Cc1nc(C2=C(C)C(OC(=O)CCC(=O)O)CC2)cs1 (stereo unspecified)	104	122	101	.	107	114	106	100	90
COc1cc2nc(SCc3cc(OC)c(OC)c(OC)c3)n(-c3ccc(C)cc3)c(=O)c2cc1OC	100	117	.	95	90	93	.	96	90
Cc1nc(Nc2ccc(NC(=O)Nc3ccc(Cl)cc3)cc2)c2ccccc2n1	110	118	88	104	112	100	102	102	113
COc1nccc2c(Sc3ccccc3)nc(N)nc12	110	117	88	99	109	98	103	100	106
O=C(Nc1ccc(OCc2ccccn2)c(Cl)c1)c1ccccn1	106	109	85	99	100	101	110	86	104
CCOC(=O)c1nn(C2CCCCO2)c2ccc(NC(=O)/C=C/c3ccccc3)cc12 (stereo unspecified)	100	113	91	96	100	87	92	78	95
O=C1c2ccccc2C(O)(c2ccccc2)N1c1ccncc1 (stereo unspecified)	114	130	37	113	105	94	101	89	65
COc1ccc(/C=C/C(=O)c2ccc(NC(=O)CSc3nnc(-c4c[nH]c5ccccc45)n3-c3ccccc3)cc2)cc1OC	88	113	76	82	105	39	65	78	97
COc1cc([C@@H]2NC(=O)c3ccccc3N2)ccc1OCCCCCOc1cc(C2CC(c3cc(OC)c(OC)c(OC)c3)=NO2)ccc1OC (stereo partly specified)	83	93	92	64	104	95	94	96	39
COc1ccc(-n2nc(C(N)=O)nc2-c2cc(OC)c(OC)c(OC)c2)cc1	95	111	.	95	110	104	89	98	104
O=c1[nH]c(=S)[nH]c(=O)n1Cc1ccc2c(c1)OCO2	112	101	130	102	111	102	108	108	101
COCOc1cc2oc(C(=O)N[C@@H](Cc3ccccc3)C(=O)C(=O)NCc3ccccc3)c(C)c(=O)c2cc1OCOC	98	114	92	95	108	98	109	92	102
Cc1cc(NC(=O)CSCC(=O)O)no1	97	110	101	102	110	101	110	97	107
CC(C)(C)c1ccc(CC(Cc2ccc(C(C)(C)C)cc2)(C2=N[C@H](c3ccccc3)CO2)C2=N[C@@H](c3ccccc3)CO2)cc1	78	66	93	86	95	77	72	94	98
COc1ccc(C2CCc3cc(OC)c(OC)cc3C2NC=O)cc1OC (stereo unspecified)	111	114	109	103	108	107	96	98	97
Clc1ccccc1-c1nc(Nc2nc3ccccc3s2)nc(C(Cl)(Cl)Cl)n1	25	11	88	76	1.4*	19	95	19	51
c1ccc(CCc2ccc(OCCN3CCCCC3)cc2)cc1	106	70	71	78	92	79	82	66	74
Nc1nc(-c2ccc(F)cc2)cc(-c2cc(-c3ccc(F)cc3)nc(N)n2)n1	107	118	107	102	115	106	98	106	107
Cc1cc(N(CCOS(C)(=O)=O)CCOS(C)(=O)=O)ccc1C=Nc1ccc(-c2nc(Cc3ccccc3)sc2C)cc1	-19*	-71*	-91*	31	-38*	63	62	55	41
Cc1ccc(-c2csc3nc(N4NC(=O)CC4=O)cn23)cc1	108	107	96	97	111	108	94	100	108
COc1ccc2c(c1)O/C(=C/c1cccc(OCC(=O)c3ccccc3)c1)C2=O	110	109	71	86	77	99	95	83	93
O=C(Oc1ccccc1)c1cc(O)c(O)c(O)c1	55	99	53	72	28	59	90	40	61
Cc1ccc(S(=O)(=O)Nc2ccc3ccccc3c2[N+](=O)[O-])cc1	122	105	92	86	108	110	106	97	100
CC1(C)CC[C@]2(C(=O)O)CC[C@]3(C)C(=CC[C@@H]4[C@@]5(C)C/C(=C/c6ccncc6)[C@H](O)C(C)(C)[C@@H]5CC[C@]43C)[C@@H]2C1	34	37	42	38	34	26	38	16	33

Complete entries, looked up by structure. Values in the order: NCI-H322M	COLO 205	NCI-H522	NCI-H23	NCI-H460	HCT-116	NCI-H226	HCT-15	NCI/ADR-RES
Cc1ccc(S(=O)(=O)Nc2ccc3ccccc3c2[N+](=O)[O-])cc1 as listed: 122	105	92	86	108	110	106	97	100
CCOC(=O)c1nn(C2CCCCO2)c2ccc(NC(=O)/C=C/c3ccccc3)cc12 (stereo unspecified) as listed: 100	113	91	96	100	87	92	78	95
O=C(Oc1ccccc1)c1cc(O)c(O)c(O)c1 as listed: 55	99	53	72	28	59	90	40	61
COc1ccc2c(c1)O/C(=C/c1cccc(OCC(=O)c3ccccc3)c1)C2=O as listed: 110	109	71	86	77	99	95	83	93

(list continues)
SMILES	NCI-H322M	COLO 205	NCI-H522	NCI-H23	NCI-H460	HCT-116	NCI-H226	HCT-15	NCI/ADR-RES
O=[N+]([O-])c1cccc(C(O)P(=O)(OCCCl)OCCCl)c1 (stereo unspecified)	102	102	.	105	112	99	105	105	104
CC(=O)Sc1ccccc1C(=S)S	108	105	96	104	97	103	107	106	105
CC(=O)c1cc(S(=O)(=O)n2cc(C(=O)C(=O)Nc3ccncc3)c3ccccc32)ccc1Cl	93	110	90	72	80	79	97	106	90
CS(=NC#N)c1ccc(-c2cnc(N)c(C(=O)Nc3ccccc3)n2)cc1 (stereo unspecified)	71	77	77	98	87	73	89	64	108
COc1cc2oc(-c3cccc(C(=O)NCc4ccccc4)c3)cc(=O)c2c(OC)c1OC	91	97	91	99	82	101	96	81	75
CN1CCC23C(=O)CC4C(=CCOC5CC(=O)N(c6ccccc62)C3C54)C1 (stereo unspecified)	.	113	112	97	111	108	100	96	117
CN1CCc2c(sc3ncnc(N/N=C/c4ccc(Cl)c(Cl)c4)c23)C1	-4.0*	36	90	.	0.5*	-65*	57	3.0*	30
Cc1nc2c3c(ncn2n1)Oc1c(c(=O)[nH]c2ccccc12)C3c1ccc(Cl)cc1 (stereo unspecified)	100	107	88	103	101	89	98	100	95
COC(=O)c1ccc(Cn2cnc3c(Cl)ncnc32)cc1	122	118	.	109	116	111	102	100	107
O=C(CSc1nc2ccccc2o1)Nc1ccc(-c2nc3ccccc3s2)cc1	101	124	92	107	100	106	104	103	106
CN(C)CCCNC1=C(Cl)C(=O)C(NCCCN(C)C)=C(Cl)C1=O	115	93	84	89	93	79	94	98	101
CC(C)(C)Nc1c(-c2cccnc2)nc2ncccn12	101	112	93	99	109	96	94	96	106
CCCCN(CCCC)c1cc(C(=O)CCCCCN)c2ccccc2n1	-31*	17	77	95	32	-96*	93	60	72
O=C(Nc1cccc(-c2nc3ccccc3c(=O)[nH]2)c1)c1ccccc1	96	99	93	93	89	96	104	97	95
CCOC(=O)c1cc(C(=O)c2ccc(OC)c(OC)c2)n2c1ccc1ccc3cccnc3c12	.	-2.3*	0.9*	39	11	27	64	31	22
CCCCCCCCCC(CO)CCCCCCC (stereo unspecified)	103	116	103	106	113	99	102	90	101
O=C(NNC(=O)c1ccccc1)c1ccccc1	98	113	89	108	111	90	101	102	110

Structures listed so far containing a tert-butyl group:
SMILES	NCI-H322M	COLO 205	NCI-H522	NCI-H23	NCI-H460	HCT-116	NCI-H226	HCT-15	NCI/ADR-RES
CC(C)(C)c1ccc(CC(Cc2ccc(C(C)(C)C)cc2)(C2=N[C@H](c3ccccc3)CO2)C2=N[C@@H](c3ccccc3)CO2)cc1	78	66	93	86	95	77	72	94	98
CC(C)(C)Nc1c(-c2cccnc2)nc2ncccn12	101	112	93	99	109	96	94	96	106

No new results follow: 2 of the compounds above.
SMILES	NCI-H322M	COLO 205	NCI-H522	NCI-H23	NCI-H460	HCT-116	NCI-H226	HCT-15	NCI/ADR-RES
CCCCCCCCCC(CO)CCCCCCC (stereo unspecified)	103	116	103	106	113	99	102	90	101
O=C(NNC(=O)c1ccccc1)c1ccccc1	98	113	89	108	111	90	101	102	110

Assay outcomes: PubChem BioAssay, NCI

Rows are unselected; 12% or so of the library scored in one or more.
